# Screening results deposited in PubChem by several laboratories.
# human PMI inhibitors – human PMI inhibitors, high substrate, primary screen, biochemical, fluorescence intensity, high mannose 6-phosphate (AID 1220). Mannose-6-phosphate isomerase (Homo sapiens). recombinant PMI enzyme, coupled fluorescence intensity; higher % means a stronger effect. inhibition, % at 20 µM; hits with a dose series show IC50 in µM. hit rate 0.66% among 190,000
# M17LAP inhibition – P. falciparum M17LAP inhibitors, primary screen, biochemical, fluorogenic H-Leu-NHMec substrate, 1536-well (AID 1619); Leucine aminopeptidase (Plasmodium falciparum (isolate 3D7)); hit rate 0.38% among 220,000; inhibition, % at 30 µM; hits with a dose series show IC50 in µM; recombinant M17LAP, H-Leu-NHMec fluorogenic kinetic assay; higher % means a stronger effect;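 active means compound inhibiting the enzyme by more than half at any dose during confirmatory dose-response retesting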;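 further: plate controls were full reaction with DMSO carrier for no effect and no enzyme background for full effect; strong numbers were not always called active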
# ER stress rescue – rescue of cells from ER stress-induced death, primary screen, 384-well, CSM14.1, thapsigargin, ATP luminescence (AID 1222) | one-dose cellular ATP content (survival), % at 20 µM; EC50 in µM for titrated hits | 190,000 tested, under 10 active | CSM14.1 thapsigargin-induced death rescue, ATP luminescence; higher % means a stronger effect;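 active means EC50 below 50 µM in the dose-response confirmation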;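 further: death triggered by thapsigargin at about 15 µM added after 2 h compound pretreatment; cell ATP read after overnight thapsigargin exposure of roughly 18 to 22 hours; normalized against plate controls of thapsigargin alone and 5% DMSO vehicle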
# TNAP activators – human TNAP enzyme activators, primary screen, biochemical, luminescent, no phosphate acceptor, uHTS (AID 1001) | Alkaline phosphatase, tissue-nonspecific isozyme (Homo sapiens) | purified TNAP, luminescent activation assay, no phosphate acceptor; higher activation fold means a stronger effect | one-dose activation fold at 20 µM; EC50 in µM for titrated hits | hit rate 0.03% among 200,000; in the data active means activation fold from about 3, or a potency from the dose series; inactive means the rest, 99 in 100 with activation fold below about 1.6; further: many of its hits are not listed in these tables
# P. falciparum M1AAP – P. falciparum M1AAP inhibitors, biochemical, fluorogenic H-Leu-NHMec substrate, 1536-well (AID 1445) | hit rate 0.42% among 220,000 | Aminopeptidase N (Plasmodium falciparum (isolate 3D7)) | inhibition, % at 30 µM, or IC50 in µM where a hit was titrated | recombinant M1AAP, H-Leu-NHMec fluorogenic kinetic assay; higher % means a stronger effect;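 active means primary inhibition above the hit cutoff, then over 50% inhibition at one or more dose response concentrations, cut at about 23% in these data, passing the limit was not always enough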;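 further: plate controls were DMSO full reaction for no effect and no enzyme background for full effect; strong numbers were not always called active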
# PMI inhibitors – inhibitors of human PMI, primary screen, biochemical, fluorescence intensity, coupled assay (AID 1209). purified PMI enzyme, coupled fluorescence intensity; higher % means a stronger effect. inhibition, % at 20 µM; hits with a dose series show IC50 in µM. hit rate 0.42% among 190,000. Mannose-6-phosphate isomerase (Homo sapiens);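 further: plate controls were DMSO vehicle for no effect and wells lacking substrate for full effect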
# Myeloid diff MLP – induction of myeloid progenitor differentiation, primary screen, cell-based, flow cytometry, MLPCN library | ER-HoxA9 myeloid progenitors, lysozyme-GFP differentiation | calls only at 10 µM | hit rate 1% among 360,000;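 active means normalized GFP-positive differentiation at or above the plate's own cutoff, the solvent-only control mean plus 3 SD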;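 further: cells exposed to compound for four days before flow analysis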
# XIAP antagonists – XIAP antagonists, biochemical, IAP family, fluorescence polarization (AID 1018); XIAP BIR domain, fluorescence polarization peptide displacement; higher % means a stronger effect; displacement, % at 20 µM; hits with a dose series show IC50 in µM; hit rate 0.007% among 200,000; in the data active means displacement above about 50%; further: a part of the inactive calls stands beside numbers as strong as those of hits
# LYP inhibition – inhibitors of LYP phosphatase, biochemical, fluorescence intensity, uHTS (AID 1779); recombinant LYP phosphatase, fluorescence intensity; higher % means a stronger effect; Tyrosine-protein phosphatase non-receptor type 22 (Homo sapiens); hit rate 0.054% among 290,000; one-dose inhibition, % at 11.5 µM; IC50 in µM for titrated hits;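 further: plate controls were vehicle with enzyme for no effect and no enzyme for full effect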
# Myeloid diff MLP GFP+ MAC1+ % – further read-out of Myeloid diff MLP, marked with its call; GFP+ MAC1+ double positive, %; measured here: differentiation confirmed by MAC1 staining
# * hit, by the source's call; i = inactive; . = no result given; + = active, no number. Unless noted, no stated cut-off is given here; in the data, active means inhibition above about 50%; inactive means the rest.
SMILES,human PMI inhibitors,M17LAP inhibition,ER stress rescue,TNAP activators,P. falciparum M1AAP,PMI inhibitors,Myeloid diff MLP,Myeloid diff MLP GFP+ MAC1+ %,XIAP antagonists,LYP inhibition
Cc1ccc(CNC(=O)C2CCCN(c3nn4c(=O)cc(C)nc4s3)C2)cc1 (stereo not drawn),-9.5%,7.2%,0.9%,1,7.1%,-5.9%,i,0.4,-5.9%,2.2%
O=C(COC(=O)c1cccnc1)Nc1ccc(F)cc1,-6.1%,10.0%,-1.5%,1.1,4.0%,-1.0%,i,0.0,-16.9%,-1.0%
CC(C)Nc1nc(NC(C)C)nc(OCCOC(=O)Nc2ccccc2)n1,0.3%,2.5%,3.5%,1.1,1.5%,6.7%,i,4.7,-1.8%,-4.0%
Nc1ccc2oc(-c3ccccc3Cl)cc(=O)c2c1O,17.9%,-3.3%,-4.7%,0.9,1.5%,-5.5%,i,0.9,3.8%,0.2%
COc1ccc(-n2c(CNC(=O)COc3ccc(Cl)cc3)n[nH]c2=S)cc1,0.2%,-1.7%,.,1,-3.1%,-4.2%,i,0.2,-5.0%,-4.1%
COCCNC(=O)Nc1ccc2c(c1)N(C)C(=O)c1ccccc1S2,-0.4%,-6.4%,0.0%,1.2,-1.1%,1.1%,i,0.5,-2.3%,-2.1%
CCN(CC(=O)Nc1c(C(=O)OC)[nH]c2ccc(Cl)cc12)c1ccc2c(c1)OCO2,17.7%,35.4%,-1.5%,1,3.9%,8.6%,+,1.3*,-2.5%,7.0%
CCOC(=O)N1CCN(C(=O)c2ccc3c(c2)N(Cc2ccc(C)cc2)CCS3)CC1,12.7%,-4.8%,2.4%,1.1,2.0%,19.0%,i,1.9,-9.7%,2.0%
N#C/C(=C/c1ccncc1)c1nc2ccccc2c(=O)[nH]1,.,20.1%,.,.,9.1%,.,i,1.2,.,3.4%
O=C(COC(=O)Cc1ccccc1F)Nc1ccc(F)cc1F,2.5%,0.1%,-0.3%,1.1,3.4%,6.1%,i,0.5,-2.7%,-1.9%
NC(Cc1ccc(O)cc1)c1cn([C@@H](CCC(=O)O)C(=O)N2CCNCC2)nn1 (stereo partly drawn),-5.5%,3.6%,0.2%,1.1,0.2%,-8.6%,i,2.5,-0.6%,0.9%
O=C(c1cccc(N2C(=O)C3C4C=CC(C4)C3C2=O)c1)N1CCCCCC1 (stereo not drawn),-3.3%,17.0%,-2.0%,1.2,15.0%,5.4%,i,0.9,-4.0%,-12.3%
CCCCOC(=O)/C=C\C(=O)OCCCC,.,-2.3%,.,.,1.9%,.,i,2.0,.,-1.2%
CCS(=O)(=O)c1ccc(N)cc1,-15.7%,0.1%,6.9%,1.1,1.8%,-38.9%,i,0.1,-9.1%,1.6%
Cc1ccc(Nc2nnc(-c3ccc4c(c3)OCO4)o2)c(C)c1,.,3.2%,.,.,4.1%,.,i,0.7,.,0.5%
COc1cc(OC)cc(C(=O)NCC(=O)OCC(=O)Nc2cc(S(C)(=O)=O)ccc2Cl)c1,.,3.4%,.,.,6.5%,.,i,0.2,.,-7.2%
CCc1nc(SCC(=O)Nc2c(C)nn(C)c2C)c2cnn(-c3ccccc3)c2n1,-3.2%,-15.9%,3.9%,1.1,7.3%,-3.0%,.,.,-3.7%,-2.9%
Cc1cccc[n+]1CC(=O)c1ccc2c(c1)OCCO2,-13.0%,4.4%,2.1%,1.2,-0.9%,-13.9%,i,0.0,-3.0%,-7.3%
O=C(c1cccs1)n1nc(-c2cccnc2)nc1NCc1ccco1,13.1%,0.8%,-0.8%,0.9,0.3%,15.4%,i,0.1,-1.2%,1.2%
COc1ccc(-c2oc3ncn(Cc4ccco4)c(=N)c3c2-c2ccc(OC)cc2)cc1,12.4%,-0.2%,-0.7%,0.9,12.5%,18.4%,i,0.8,-2.8%,3.1%
CN(C)S(=O)(=O)NCCNc1ccc(C(F)(F)F)cc1[N+](=O)[O-],-0.9%,16.6%,-1.8%,1,2.9%,-1.5%,i,0.5,-14.4%,0.4%
CN1CCN(c2ccc(S(=O)(=O)N3CCCCC3)cc2NC(=O)Cc2ccc(Cl)cc2)CC1,16.4%,3.0%,-1.3%,1.1,6.7%,17.3%,i,0.6,-4.6%,-2.2%
Cc1cc(=O)[nH]c(/N=C(\N)Nc2cccc3ccccc23)n1,0.2%,-1.6%,1.4%,1,8.6%,-2.7%,i,0.6,-4.7%,-4.2%
CC1CCCC(NC(=O)NC(=O)CCl)C1C (stereo not drawn),-15.3%,6.6%,-1.9%,1.1,-0.1%,-20.3%,i,0.4,0.6%,-1.4%
Nc1nc2n(n1)C(c1c(F)cccc1Cl)CC(c1ccc(F)cc1)N2 (stereo not drawn),6.3%,-3.9%,-2.7%,1.1,-10.5%,4.2%,i,2.0,-11.2%,-4.0%
Cn1cccc1CC(=O)N/N=C/c1cccc([N+](=O)[O-])c1,2.0%,45.5%,-0.5%,1,3.3%,-2.7%,i,0.1,-5.5%,-0.1%
CNC(=O)CSc1nnc(CCc2ccccc2)n1-c1ccccc1,1.9%,-7.8%,-1.8%,1.1,-0.6%,5.1%,i,5.6,-6.5%,-8.7%
CCOC(=O)C1CCCN(C(=O)c2sc3nc(C)nc(N(CC)CC)c3c2C)C1 (stereo not drawn),-2.3%,3.8%,1.7%,1,3.8%,4.7%,i,5.3,-4.3%,-4.0%
COc1cc(C(=O)Nc2ccc3c(c2)N(C(=O)CN2CCN(C)CC2)c2ccccc2CC3)cc(OC)c1OC,.,7.5%,.,.,-2.7%,.,i,0.4,.,-3.9%
COc1ccc(OC)c(CCNC(=O)Cn2cccc2C(=O)c2ccccc2C)c1,17.7%,11.2%,1.9%,1.1,4.9%,17.5%,i,0.4,-6.8%,-3.1%
COc1ccc(-c2nnc(SCC(=O)c3cccs3)n2-c2ccc(Cl)cc2)cc1,9.1%,-7.8%,3.7%,1.1,3.4%,11.0%,i,0.5,-0.7%,0.0%
COc1ccccc1NC(=O)CN1C(=O)CSC(C)C1=O (stereo not drawn),0.3%,13.4%,-2.1%,1,-0.8%,3.2%,i,0.0,-9.1%,-9.3%
COc1cc2cc(Oc3ccc4ccc(=O)oc4c3)c(=O)oc2cc1OC(=O)/C=C/c1ccccc1,.,0.7%,.,.,5.5%,.,i,0.8,.,7.7%
Cc1cccc(NS(=O)(=O)c2cc(OCC(N)=O)c(C)cc2Cl)c1,9.0%,-2.2%,-3.0%,1.1,0.6%,5.6%,i,2.9,2.7%,-2.1%
CN(C)c1ccc(N/C=C/C(=O)c2ccccc2)cc1,38.3%,8.1%,-5.8%,0.9,16.9%,35.5%,i,1.9,-36.4%,4.1%
COc1cc(/C=N/NC(=O)c2ccc(-n3cccc3)cc2)ccc1O,5.7%,17.5%,3.2%,1.1,13.1%,4.2%,i,0.5,-1.8%,1.9%

# Record cards (already shown). Values in the order: human PMI inhibitors	M17LAP inhibition	ER stress rescue	TNAP activators	P. falciparum M1AAP	PMI inhibitors	Myeloid diff MLP	Myeloid diff MLP GFP+ MAC1+ %	XIAP antagonists	LYP inhibition
# COc1cc2cc(Oc3ccc4ccc(=O)oc4c3)c(=O)oc2cc1OC(=O)/C=C/c1ccccc1 across the screens: .	0.7%	.	.	5.5%	.	i	0.8	.	7.7%
# COc1ccc(-c2nnc(SCC(=O)c3cccs3)n2-c2ccc(Cl)cc2)cc1 across the screens: 9.1%	-7.8%	3.7%	1.1	3.4%	11.0%	i	0.5	-0.7%	0.0%
# COc1ccccc1NC(=O)CN1C(=O)CSC(C)C1=O (stereo not drawn) across the screens: 0.3%	13.4%	-2.1%	1	-0.8%	3.2%	i	0.0	-9.1%	-9.3%

# (list continues)
SMILES,human PMI inhibitors,M17LAP inhibition,ER stress rescue,TNAP activators,P. falciparum M1AAP,PMI inhibitors,Myeloid diff MLP,Myeloid diff MLP GFP+ MAC1+ %,XIAP antagonists,LYP inhibition
COC(=O)C1(C(C[N+](=O)[O-])c2ccc(C)cc2)C(=O)NCC1c1ccco1 (stereo not drawn),.,-0.1%,.,.,3.5%,.,i,0.3,.,-4.1%
O=[N+]([O-])c1ccn(-c2nc(-c3ccccc3)cc(C(F)(F)F)n2)n1,3.9%,18.9%,-0.2%,1.1,-2.8%,0.2%,i,0.1,-0.2%,-4.4%
O=C(O)CCCNS(=O)(=O)c1cccs1,-6.1%,6.7%,-0.8%,1.2,11.2%,-5.0%,i,1.1,-7.5%,-7.8%
O=C(O)CCC(=O)Nc1ccc(S(=O)(=O)Nc2nccs2)cc1,1.6%,13.1%,2.4%,1.1,8.2%,6.5%,i,0.8,-0.1%,-3.3%
COC(=O)COc1cccc2c(=O)n(CC(=O)Nc3ccc4c(c3)OCCO4)ccc12,8.4%,-2.2%,-1.0%,1,-1.9%,19.3%,i,4.8,-6.6%,-3.3%
COC(C(=O)Nc1ccc(F)cc1F)c1ccccc1 (stereo not drawn),0.3%,1.3%,-1.1%,1.1,5.3%,5.0%,i,1.9,-6.0%,-0.8%
COc1ccc(C2=NN3C(=O)c4c(ccc(OC)c4OC)C3C2)cc1 (stereo not drawn),1.0%,7.3%,-2.2%,1,2.0%,6.3%,.,.,-1.9%,-9.3%
CCCSC1=C(C#N)C(c2cc(OC)ccc2OC)CC(=O)N1 (stereo not drawn),19.9%,-10.2%,-0.6%,1,-0.3%,11.1%,i,5.2,-0.3%,-4.4%
COc1ccc(C)cc1NC(=O)C1CC(=O)N(CCc2ccccc2)C1 (stereo not drawn),6.1%,12.9%,-14.8%,1,-1.4%,4.6%,i,0.8,-13.3%,-6.0%
CCOC(=O)c1sc(NC(=O)c2cc(-c3ccccc3C)nc3ccccc23)c(C#N)c1C,9.5%,-11.1%,-4.7%,1.1,1.7%,47.9%,i,2.3,1.3%,4.9%
CCN1C=C(Cc2ccc(F)cc2)C2=C(C1)C(c1ccc(F)cc1)C(C#N)=C(N)O2 (stereo not drawn),11.5%,-3.6%,-0.5%,1,1.4%,9.2%,i,1.4,7.6%,-1.4%
CCOC(=O)c1c(C)[nH]c(C(=O)COC(=O)/C=C/c2ccc(O)c(OC)c2)c1C,20.9%,-1.2%,-2.2%,1.2,1.6%,13.7%,i,4.0,-4.0%,-0.4%
CCC(=O)Nc1nc2ccccc2n1CCN(C)C,-8.5%,5.7%,3.1%,1.1,0.3%,-1.7%,i,0.5,-1.2%,-8.6%
C/C(=N\OC(=O)c1ccc(F)cc1)c1nccs1,-13.4%,-8.4%,-4.1%,1,2.4%,-2.3%,i,0.7,-1.8%,0.8%
CC(c1ccccc1F)n1cc(C(=O)NCCCc2nc3ccccc3[nH]2)nn1 (stereo not drawn),-9.2%,0.0%,-0.2%,1,2.6%,-2.9%,i,0.8,-2.9%,-7.3%
O=C1c2cccc3cccc(c23)C(=O)N1CCCCCc1n[nH]c(=S)o1,-13.6%,2.2%,-0.6%,0.8,7.3%,-5.5%,i,0.1,-6.5%,-4.6%
